# High-throughput results: PubChem BioAssay, several laboratories
# CF NFkB block – blocks PAF-induced NF-kB reporter in cystic fibrosis cells. inhibition, % at 5 µM. KKLEB NF-kB-GFP reporter, GFP fluorescence overnight. AID 588850. hit rate 0.86% among 360,000;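 active means at least 50% inhibition at 5 µM, scaled per plate between neutral and stimulator controls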;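 further: PAF is a Pseudomonas aeruginosa culture filtrate used as stimulus; plate controls were PAF-stimulated DMSO wells for no effect and unstimulated DMSO wells for full effect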
# LRH-1 inv ag – inverse agonists of human LRH-1 (NR5A2). O00482. HEK293T StAR-luciferase reporter, LRH-1 transfected, 24 h. inhibition, % at 3.6 µM. hit rate 0.13% among 360,000. AID 602396;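 active means inhibition above the mean inhibition of all tested compounds plus 3 SD, cut at about 73% in these data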;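 further: 0% = DMSO wells and 100% = reporter-only cells lacking LRH-1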
# Target sequence (O00482 whole entry, looked up): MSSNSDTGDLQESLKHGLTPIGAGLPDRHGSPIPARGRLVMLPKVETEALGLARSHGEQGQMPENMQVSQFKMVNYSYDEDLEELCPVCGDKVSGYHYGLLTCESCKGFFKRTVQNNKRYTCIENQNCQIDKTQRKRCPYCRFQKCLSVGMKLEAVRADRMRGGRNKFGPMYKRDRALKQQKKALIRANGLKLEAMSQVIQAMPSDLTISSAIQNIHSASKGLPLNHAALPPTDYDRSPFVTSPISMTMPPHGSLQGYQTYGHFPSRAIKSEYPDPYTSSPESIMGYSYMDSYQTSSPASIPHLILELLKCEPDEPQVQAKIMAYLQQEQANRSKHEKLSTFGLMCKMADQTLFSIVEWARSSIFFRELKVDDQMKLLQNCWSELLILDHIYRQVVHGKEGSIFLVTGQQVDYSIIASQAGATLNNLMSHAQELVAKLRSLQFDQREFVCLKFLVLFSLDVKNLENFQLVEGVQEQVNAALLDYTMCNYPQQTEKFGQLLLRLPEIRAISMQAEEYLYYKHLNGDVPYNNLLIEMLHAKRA
# TROY signal inh – blocks TROY-dependent signaling in reporter cells; inhibition, % at 10 µM; hit rate 0.98% among 360,000; Q293 LMP1-TROYcd NF-kB luciferase reporter, 4 h;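 active means compounds whose plate-normalised and pattern-corrected inhibition of the luciferase reporter signal at the single screening dose is 50% or more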
# TWEAK Fn14 block – blocks TWEAK-Fn14 interaction in a reporter cell assay; TWEAK-stimulated Fn14 reporter cells, luciferase luminescence, 8 h; inhibition, % at 10 µM; hit rate 2% among 360,000; AID 1159606; in the data active means inhibition above about 50%
# C8 TRAIL sens – sensitizes caspase-8 expressing cells to TRAIL. NB7+C8 cells + TRAIL, ATPlite viability luminescence. hit rate 1% among 360,000. inhibition (viability loss, TRAIL sensitization), % at 10 µM;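 active means compounds causing at least 50% loss of cell viability in the single-dose screen, relative to plate controls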
# NR2F2 inh – inhibitors of human COUP-TFII (NR2F2); P24468; HEK293T NGFI-A luciferase reporter, luminescence; inhibition, % at 8.6 µM; hit rate 0.7% among 370,000; AID 686940;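 active means inhibition above a per-plate cutoff, mean inhibition of test wells between control levels plus 3 SD, cut at about 38% in these data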;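 further: cells cotransfected with COUP-TFII expression vector driving the NGFI-A reporter; 0% = median of COUP-TF2 test wells and 100% = reporter-only cells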
# Target sequence (P24468 whole entry, looked up): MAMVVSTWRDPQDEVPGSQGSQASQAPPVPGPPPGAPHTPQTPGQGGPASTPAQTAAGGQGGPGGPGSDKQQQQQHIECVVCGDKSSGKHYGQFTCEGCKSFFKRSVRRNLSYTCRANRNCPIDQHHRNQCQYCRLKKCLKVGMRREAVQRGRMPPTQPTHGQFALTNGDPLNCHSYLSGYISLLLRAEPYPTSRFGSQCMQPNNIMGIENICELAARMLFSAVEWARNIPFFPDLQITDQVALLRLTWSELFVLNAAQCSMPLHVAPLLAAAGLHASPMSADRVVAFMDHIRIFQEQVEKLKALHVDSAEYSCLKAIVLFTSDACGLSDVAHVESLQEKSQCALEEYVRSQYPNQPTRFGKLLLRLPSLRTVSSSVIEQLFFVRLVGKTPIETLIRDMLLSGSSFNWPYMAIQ
# SRC3 inh – inhibits human SRC3 coactivator; Q9Y6Q9; HEK293 GAL4-SRC3 luciferase reporter, luminescence; inhibition, % at 3.6 µM; hit rate 0.17% among 360,000; AID 588352;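 active means inhibition above a per-campaign cutoff, the mean of all compounds plus 3 SD, cut at about 60% in these data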;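 further: 0% = DMSO-treated cells and 100% = gossypol-treated cells at 36 µM; higher means less SRC3-driven luciferase light from the GAL4 reporter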
# KKLEB cytotox – CF airway cell cytotoxicity counter-screen | KKLEB CF airway cells viability, ATPlite luminescence, overnight; stronger effect = lower value; cells stimulated with P. aeruginosa culture filtrate | activity change (cytotoxicity), % at 5 µM | hit rate 0.36% among 360,000;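 active means corrected activity change at or below -50% at 5 µM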
# NCOA1 inh – inhibitors of human steroid receptor coactivator 1 (SRC1) | Q15788 | hit rate 0.12% among 360,000 | inhibition, % at 3.6 µM | HEK293 GAL4-SRC1 luciferase reporter, luminescence | AID 588354;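 active means inhibition above the campaign mean plus 3 SD, with each screening campaign given its own cutoff, cut at about 60% in these data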;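 further: 0% = DMSO treated cells and 100% = gossypol at 36 µM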
# EBV LMP1 NFkB – Epstein-Barr LMP1 NF-kappaB reporter inhibition; inhibition, % at 12.5 µM; LMP1-induced NF-kappaB luciferase reporter cells, luminescence; AID 504558; hit rate 0.69% among 350,000; in the data active means inhibition above about 41%;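 further: 0% = neutral control wells and 100% = reference inhibitor control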
# Shn3 inh set2 – Schnurri-3 reporter inhibition in Clone20 osteoblasts; Clone20 osteoblast Shn3 3'UTR firefly luciferase, 24 h; hit rate 0.52% among 360,000; inhibition, % at 12.5 µM;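 active means mean inhibition of at least 75% with every replicate also reaching 75%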;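 further: 0% = median of neutral control wells and 100% = pilot-screen positive control compound; some compounds past the cut are filed as inactive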
# The depositor's hits bear a star; / = not tested or not shown.
SMILES,CF NFkB block,LRH-1 inv ag,TROY signal inh,TWEAK Fn14 block,C8 TRAIL sens,NR2F2 inh,SRC3 inh,KKLEB cytotox,NCOA1 inh,EBV LMP1 NFkB,Shn3 inh set2
O=C(Nc1ccccc1NC(=O)c1ccc(F)cc1)c1ccc(F)cc1,-17.7,-7.6,1.5,-7.0,-18.3,-4.9,-2.6,-7.0,0.8,3.7,9.8
COc1ccc2c(C)cc(N3CCOCC3)nc2c1,-4.7,-13.3,-40.0,-13.7,0.5,-8.5,-9.8,-4.4,-34.4,-13.8,-30.0
CCCCN(C(=O)NC(=O)Nc1ccc(C)cn1)S(C)(=O)=O,3.2,-7.1,-4.3,9.9,1.5,-0.9,16.8,2.9,-27.1,-12.6,-2.8
CCOC(=O)c1nnn(-c2nonc2N)c1-c1ccc(F)cc1,6.3,-3.1,7.0,-6.8,-4.7,-13.7,7.2,4.5,-8.4,0.9,13.2
Cc1cc(Nc2cc(Cl)cc(Cl)c2)nc(N)n1,-0.7,-7.7,-3.2,16.1,-20.2,-8.3,12.8,-5.5,-10.0,6.4,24.8
O=C(CCN1C(=O)c2ccccc2S1(=O)=O)NCc1ccccc1,14.1,2.3,-26.2,3.1,-3.1,5.4,-7.1,-3.0,-6.5,6.0,6.1
Cc1nc2ncnn2c(C)c1C/C=C/c1ccccc1,8.1,10.6,3.7,5.2,-2.1,9.1,12.5,-8.4,-11.9,2.3,16.8
COc1cccc(Nc2nc(C(N)CO)cs2)n1 (stereo not given),-0.7,16.0,3.8,-9.5,-9.6,-3.3,-9.1,5.0,2.7,/,-46.1
NC(=O)CSc1nnc(CNc2ccc(F)cc2)n1CC1CCCO1 (stereo not given),1.0,-13.9,-36.2,-12.8,-10.5,18.8,6.5,12.7,-6.0,1.7,7.7
CCOC(=O)C1(Cc2ccc(OC)cc2)CCN(C(=O)CC2CCC(=O)N2)CC1 (stereo not given),5.8,2.3,-27.1,-21.1,0.7,4.6,12.5,-14.5,-14.2,2.1,-6.9
Cc1ccc(-c2csc3ncnc(-n4nnc5ccccc54)c23)cc1,3.1,15.1,11.8,-8.2,8.5,10.7,12.8,-3.1,-10.1,7.2,13.7
COC(=O)C1=C(C(=O)OC)[C@@H]2N(Cc3ccccc3)c3ccccc3[C@@]23C[C@@H](C(=O)OC)N(C(=O)NC(C)(C)C)C3=N1,12.0,13.9,-6.4,1.5,-16.9,-1.9,4.8,-15.0,7.9,-0.7,-2.5
Cc1ccc(S(=O)(=O)NCc2ccc(C(=O)NCCN(Cc3ccccc3)C(C)C)cc2)cc1,-0.4,3.5,6.2,3.6,-1.6,21.0,8.6,-1.9,7.4,-16.3,61.0
COc1ccc(C(=O)/C=C2\Sc3ccccc3N2C)cc1,-3.3,-116.9,-25.3,42.4,43.1,-73.0,-69.2,-2.5,-115.0,-68.7,-87.2
Cc1ccccc1NC(=O)CCC(=O)OCCCC(F)(F)C(F)(F)F,4.3,16.1,-12.6,1.5,1.6,9.8,11.2,-13.9,-2.4,-8.4,-6.4
Cc1ccc(SCC(=O)OCC(=O)NCCCc2ccccc2)cc1,-21.8,6.1,-7.2,-24.2,-12.2,-14.9,-6.7,6.1,-6.9,-3.9,-8.5
O=C(CSc1ncnc2c1oc1ccccc12)Nc1ccc2c(c1)OCCO2,5.2,8.5,14.1,-13.1,-2.9,-0.5,3.8,-12.8,0.4,-1.2,-4.5
COc1cc(/C=C/C(=O)OCC(=O)N2CCc3ccccc3C2)ccc1O,7.1,-4.9,2.9,-4.9,0.3,-3.0,6.8,-5.7,12.1,0.2,0.5
CCOc1ccc(NC(=O)CN(C)CC(=O)NC(C)c2ccccc2)cc1OCC (stereo not given),-18.6,-11.9,2.1,3.7,-3.7,-3.5,13.9,13.1,-5.8,0.7,-1.5
O=C(O)c1ccc(S(=O)(=O)N(Cc2cccs2)CC2CCCO2)cc1 (stereo not given),-13.5,4.7,-1.1,-14.7,-7.0,-11.5,12.2,3.6,-1.7,5.3,4.7
O=[N+]([O-])c1c(NCCCO)cc(N2CCN(Cc3ccc4c(c3)OCO4)CC2)c2nonc12,-9.5,14.6,19.3,24.7,37.7,24.2,4.3,2.3,6.5,5.1,60.0
CC1=C(C(=O)N(C)C)CC(CC(=O)NC2CCCCC2)C(=O)N1Cc1ccc(F)cc1 (stereo not given),-11.9,-8.7,-8.7,-14.5,-4.3,-3.0,-29.8,10.1,12.8,/,-7.0
CC(C)NC(=O)c1ccc(C(C)C)cc1,-10.0,-16.1,-0.3,-10.6,-1.2,-11.6,-6.1,-0.6,-22.3,-2.1,0.8
N#Cc1c(NC(=O)C2CC(Cl)=CCC2C(=O)O)sc2c1CCCC2 (stereo not given),-5.3,13.7,10.7,-6.3,-4.4,-13.1,2.9,5.2,-23.1,1.9,-3.7
CCOc1ccc(NC(=O)COC(=O)c2ccc3c(c2)OCCO3)cc1,17.0,47.3,-5.6,0.9,0.9,-8.5,6.8,-18.2,-7.7,-5.8,0.8

# As entered above:
# Reading for `O=C(CCN1C(=O)c2ccccc2S1(=O)=O)NCc1ccccc1` in TROY signal inh: -26.2
# Reading for `Cc1ccc(SCC(=O)OCC(=O)NCCCc2ccccc2)cc1` in C8 TRAIL sens: -12.2
# Reading for `COc1cc(/C=C/C(=O)OCC(=O)N2CCc3ccccc3C2)ccc1O` in LRH-1 inv ag: -4.9

# (listing goes on)
SMILES,CF NFkB block,LRH-1 inv ag,TROY signal inh,TWEAK Fn14 block,C8 TRAIL sens,NR2F2 inh,SRC3 inh,KKLEB cytotox,NCOA1 inh,EBV LMP1 NFkB,Shn3 inh set2
COc1ccc(NC(=O)C2(C)CCN2C2Cc3ccccc3C2)cc1OC (stereo not given),12.8,17.6,12.6,17.3,1.0,-9.5,7.6,-12.3,-1.9,/,0.7
CC(C)=C[C@@H]1C[C@H](C)[C@H]2CC[C@H](C)c3c(O)c(O)c(C)c1c32,14.4,13.7,6.6,-0.8,-21.2,11.2,-36.9,7.9,12.8,10.1,7.6
CC(C)C[C@H]1CNC(=O)C(=O)N1CC1CCN(CCC(C)c2ccccc2)CC1 (stereo not given in full),1.8,-0.9,16.8,10.9,-3.0,-29.7,-11.2,4.2,0.0,/,7.3
COc1ccc(Nc2nnc(SCC(=O)c3cc4ccccc4o3)s2)cc1,0.3,-32.8,-46.0,-27.0,-8.8,-32.8,-46.4,-11.5,-30.2,-11.3,-6.8
CC(C)c1ccc(NC(=O)CCNC(=O)N2CC(=O)Nc3ccccc32)cc1,-11.5,13.3,-4.7,-6.0,-16.1,-0.9,-10.8,5.6,-3.9,13.2,-2.4
C/C(CC(=O)Nc1cccc(Cl)c1Cl)=N\NC(=O)c1ccccc1Br,1.9,-8.0,1.5,-5.3,-5.4,-23.2,-2.7,-2.5,-22.6,-9.4,5.7
Cc1ccc2[nH]cc(/C=C/c3cc[n+](C)cc3)c2c1,-88.6,67.3,7.0,3.9,7.3,42.9*,57.5,-5.0,39.0,14.4,39.5
Cc1ccc(-n2nc3cc(Cl)c(NC(=O)c4ccco4)cc3n2)cc1,6.7,-94.7,-58.8,-10.9,16.7,-22.2,-60.5,-1.7,-118.9,-12.4,-44.3
O=C1c2ccccc2C(=O)N1CCCn1c2ccc(Cl)cc2c2nc3ccccc3nc21,8.8,10.1,-27.4,-3.6,-0.6,0.2,11.6,-6.4,5.6,-33.4,9.2
CC(=O)NC(=O)c1ccc(-c2ccc(Cl)cc2)o1,-7.3,-42.0,-47.0,-9.8,14.4,-22.8,-14.8,4.1,-16.2,-15.1,-34.4
COC(=O)[C@@H]1C[C@@]2(O)[C@H](O)[C@H](O)[C@H](O)C[C@H]2N1Cc1ccccc1OS(=O)(=O)c1ccc(C)cc1,5.0,-4.0,-10.1,3.5,12.3,-5.4,-6.3,17.0,1.5,-5.9,-8.3
CC(C)(C)C(=O)N1CCN(C(c2ccccc2)c2ccccc2)CC1,-0.1,1.2,2.9,1.5,-22.7,/,3.1,0.9,2.1,0.9,4.9
CN(C)/C=C/C(=O)c1ccc(Cl)s1,-12.7,-0.7,-2.4,11.8,-3.3,13.9,-11.4,-1.5,-12.1,-5.9,-14.0
CN(CC(=O)Nc1c(Cl)cccc1Cl)C(=O)c1ccccc1Cc1ccccc1,4.8,6.2,-1.0,10.0,-15.9,-10.1,6.1,-4.3,-27.6,14.1,1.7
COc1ccc(/C=C2\SC(=S)N(CCC(=O)N3CCOCC3)C2=O)cc1,17.0,0.5,-49.0,-5.5,-6.6,3.5,11.6,-7.7,2.9,7.9,-24.8
CCC(NC(=O)C1CCCO1)c1ccccc1 (stereo not given),-4.5,11.8,-14.2,-9.7,-10.0,-22.6,-3.5,-0.1,-6.8,5.0,10.3
COc1ccccc1C(=O)NCC(=O)NCCc1ccc(Cl)cc1,2.0,-6.1,0.1,-11.1,-20.0,-7.6,5.1,-10.0,-1.3,-8.7,1.8
COc1ccc(Cl)cc1C(=O)N1CCC2(CC1)CC(=O)c1ccccc1O2,26.2,1.8,6.4,-20.2,-14.1,1.3,15.4,-10.0,17.2,13.9,25.3
C=CCNC(=O)c1cccc2c1C(=O)c1ccc(N3CCOCC3)cc1S2(=O)=O,-15.1,4.6,5.5,-10.7,-5.2,-4.4,-1.3,-8.6,0.1,-0.9,-6.1
O=C(CNC(=O)c1ccccc1F)OCC(=O)c1ccc(Cl)s1,-1.9,22.4,26.4,-2.4,-23.6,3.6,7.2,20.9,-1.6,-3.0,-19.0
Cc1ccc(N(CC(=O)N2CCCCCC2)S(C)(=O)=O)cc1,6.4,-2.8,2.7,11.0,-15.3,4.6,10.8,3.8,7.9,1.9,-5.7
CC(=O)Nc1ccc(NC(=O)C/C(C)=N/NC(=O)C(=O)N2CCCC2)cc1,-4.3,1.9,-11.3,5.1,18.9,12.0,-20.6,-27.7,-4.7,8.8,-12.5
O=C(NCCCN1CCCC1)c1cc(Sc2ccc(F)cc2)nc2ccccc12,-6.6,-17.3,3.9,35.6,-4.0,8.0,11.5,6.2,-16.8,2.5,-7.2
CC1(C)Cc2cccc(C(=O)Nc3ccc(Cl)cc3)c2O1,2.3,-4.0,-4.7,-13.4,-2.7,8.4,16.7,-9.7,6.6,-8.4,5.2
CN(C)C(=O)CCc1ccc2c3c([nH]c2c1)[C@]1(CCC2CCCC2)[C@@H](C(=O)N2CCOCC2)C[C@H](CC(=O)NCCC2=CCCCC2)C(=O)N1CC3,-11.0,-7.1,3.5,49.8,1.9,16.2,-17.6,7.7,-11.7,1.1,15.8
CCn1nc(C(=O)Nc2cc(Cl)ccc2-n2cncn2)c2ccccc2c1=O,14.2,-8.1,20.1,-17.9,22.6,0.1,-2.2,-2.4,-1.2,0.8,43.5
CC(C)Cc1nnc(NC(=O)C2CC(=O)N(Cc3ccccc3)C2)s1 (stereo not given),-8.4,11.9,7.6,-2.2,9.1,-6.0,-8.9,2.6,-20.2,6.1,5.3

# These rows are one share of the data; rates above refer to the full screens.
